WT yeast gro inh = growth inhibition of WT yeast, mitochondrial fusion screen. inhibition, % at 10 µM. 190,000 compounds, 2.1% hits. mitochondrial fusion phenotypic screen, WT strain; in the data active = inhibition above about 58%; tested in S. cerevisiae
Yfh1-depleted yeast = mitochondrial function rescue without frataxin homolog – Friedreich's ataxia, plus single-dose screen, dose response (AID 1465). fold induction at 50 µM, or EC50 in µM where a hit was titrated. 220,000 compounds, 0.074% hits. S. cerevisiae Yfh1-off respiration, WST-1 reduction, 72 h; higher fold induction means a stronger effect;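 active = fold induction of absorbance versus untreated yeast above a set limit, then at least 30% activation at any dose in follow-up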;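 also: activators that raise dye reduction in frataxin-depleted yeast; strong numbers were not always called active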
HIV fusion peptide = cell-free HIV fusion peptide-binding blockers – biochemical, uHTS, fluorescence dequenching, primary screen (AID 1986); inhibition, % at 20 µM, or IC50 in µM where a hit was titrated; cell-free peptide binding, fluorescence dequenching, 30 min; higher % means a stronger effect; 290,000 compounds, 0.3% hits; in the data active = inhibition mostly above about 52%, no sharp cut-off; inactive = mostly below about 76%; also: some results filed as inactive read as strong as hits
Insulin prom up = MIN6 insulin promoter up-regulation. AID 1625. z-score at 5 µM. 190,000 compounds, 0.3% hits. MIN6 insulin promoter-GFP reporter, high-content imaging; stronger effect = higher value;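 active = z-score above 3 at 5 µM with at least 500 cells counted in the well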
AID2073 = disruptors of CaV2.2 binding to Mint1 – biochemical, HTRF (AID 2073); HTRF protein-protein interaction, Mint1-CaV2.2; higher % means a stronger effect; 290,000 compounds, 0.19% hits; inhibition, % at 20 µM, or IC50 in µM where a hit was titrated; in the data active = inhibition mostly above about 51%, no sharp cut-off; also: some results filed as inactive read as strong as hits
bCat nuc transl = modulators of beta-catenin nuclear translocation | HeLa beta-catenin nuclear translocation, immunofluorescence imaging | nuclear translocation activity, % at 5 µM | 190,000 compounds, 0.3% hits | AID 1665;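 active = nuclear translocation activity above 50% at 5 µM, with a well cell count of 50 or more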;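 also: per-cell ratio of nuclear to cytoplasmic median beta-catenin stain intensity; plate controls were DMSO negative control for no effect and GSK-3 inhibitor IX positive control for full effect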
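assay system = human HeLa cells, endogenous beta-catenin | times = compound treatment 24 h, 37°C, 5% CO2 | detection = Anti-beta-catenin immunofluorescence on PFA-fixed, Triton-permeabilized cells, DAPI nuclei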
MT stabilizer = microtubule stabilizers in HeLa cells; HeLa tubulin immunostaining HCS, 24 h; share of cells brighter than vehicle mean+2SD; % tubulin-high responders, % at 10 µM; 200,000 compounds, 0.83% hits;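 active = plate Z-score above 3 for both tubulin-high and condensed-nucleus cell shares, with cell loss under 80%, at 10 µM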;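 also: anti alpha tubulin signal scored within the nucleus-defined area of each cell; some results filed as inactive read as strong as hits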
Dynein transport = blocks dynein driven cargo transport along microtubules; 3617.4 mouse cells, GR-EGFP nuclear translocation imaging; test concentration mostly 20 µM; stimulated with dexamethasone, 1 µM; stronger effect = lower value; z-score, hits read low; 220,000 compounds, 0.47% hits;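 active = plate z-score of nuclear minus cytoplasmic receptor signal below a set negative limit, without overly bright fluorescence or cell loss, cut at about -3.5 in these data, passing the limit was not always enough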;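 also: z-score of nuclear minus cytoplasmic ring GR-EGFP intensity difference per well; some compounds called inactive have numbers as strong as hits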
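Also added: dexamethasone, 1.0 µM final. Medium: tet-free, stripped-serum medium. Detection: fixed, Hoechst-stained cells imaged at 10x for EGFP. Read-out: nuclear-to-cytoplasmic GR-EGFP distribution per well. Times: induction 48 h, compound 1 h, agonist 30 min.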
Autophagy HCS = alters autophagy in cells; MEF GFP-LC3 puncta imaging; test concentration mostly 10 µM; calls only at 10 µM (by protocol); 190,000 compounds, 0.98% hits;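 active = percentage of spot-positive cells more than 3 SD above its plate mean, without a fluorescence outlier flag or 80% toxicity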;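 also: spot-positive cell cutoff set from DMSO-treated cells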
WT yeast gro inh mutant strain = second read-out of WT yeast gro inh, no call of its own (marks repeat the call); inhibition, %; mitochondrial fusion phenotypic screen, mutant strain inhibition
Dynein transport cytoplasmic EGFP = also measured in Dynein transport; calls as there; z-score; measured here: cytoplasmic GR-EGFP intensity; stronger effect = higher value
Dynein transport nuclear GR-EGFP = further read-out of Dynein transport, marked with its call; z-score; measured here: nuclear GR-EGFP intensity;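 lower value marks the stronger effect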
Dynein transport cell count = also measured in Dynein transport; calls as there; z-score; measured here: cell count per field
Insulin prom up cell count = second read-out of Insulin prom up, no call of its own (marks repeat the call); cell count; measured here: cytotoxicity, nuclei count;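 total cells summed across four imaged fields per well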
bCat nuc transl cell count 5 µM = second read-out of bCat nuc transl, no call of its own (marks repeat the call); cell count; measured here: cell count, cytotoxicity flag
MT stabilizer Hoechst-high % = second read-out of MT stabilizer, no call of its own (marks repeat the call); % Hoechst-high responders; measured here: nuclear condensation Hoechst responders;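 share of cells brighter than vehicle mean plus two SD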
MT stabilizer cytotoxicity % = second read-out of MT stabilizer, no call of its own (marks repeat the call); toxicity, %; measured here: cytotoxicity by cell density;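 0% = mean cell density of plate MIN control wells and 100% = no cells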
Autophagy HCS cell loss 18 h = also measured in Autophagy HCS; calls as there; toxicity, %; measured here: cell loss, nuclei count;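 cell loss after 18 h compound exposure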
Starred values were filed as active, the others as inactive; i = inactive; . = no result given. This is a random part of the collection; overall some 4.2% were active at least once.

Results follow in this order: WT yeast gro inh	WT yeast gro inh mutant strain	Yfh1-depleted yeast	HIV fusion peptide	Insulin prom up	Insulin prom up cell count	AID2073	bCat nuc transl	bCat nuc transl cell count 5 µM	MT stabilizer	MT stabilizer Hoechst-high %	MT stabilizer cytotoxicity %	Dynein transport	Dynein transport cytoplasmic EGFP	Dynein transport nuclear GR-EGFP	Dynein transport cell count	Autophagy HCS	Autophagy HCS cell loss 18 h
COc1ccc(C)cc1S(=O)(=O)N(C)CC(=O)N1CCN(c2ccccc2)CC1
 : 12	-22	i	-1.3%	0.22	1369	-12%	0.2	1551	4.1	2.3	5.1	0.39	-0.1	0.2	-1.6	i	-4
O=c1nc2n(c3c1oc1ccccc13)Cc1ccccc1-2
 : -4	5	i	1.1%	1.1	1118	18%	-3.8	972	4.5	3.2	4.3	-0.56	-0.29	0.37	0.69	i	13
O=C(NNS(=O)(=O)c1cccc(Cl)c1Cl)c1cccc(S(=O)(=O)N2CCOCC2)c1
 : -21	1	i	3.6%	1.5	1561	11%	-0.5	1110	3.1	2.7	8.7	0.29	-0.2	0.68	-0.34	i	17
O=C(CNC(=O)c1cccs1)NCC(=O)OCc1ccccc1Cl
 : -6	-2	i	-0.7%	0.41	1315	-8%	-1.7	1388	2.2	1.0	1.0	1.8	-0.2	1.6	-1.5	i	-21
CCn1c2ccccc2c2nnc(SCC(=O)NC(CC(C)C)C(=O)OC)nc21 (stereo not drawn)
 : -15	-7	i	0.7%	0.54	1220	5%	-0.7	1179	2.9	0.9	6.9	3.4	-0.095	1.9	-2.4	i	-6
O=C(Cc1nc2ccccc2[nH]c1=O)c1ccccc1
 : -1	18	i	138%	0.75	1160	-5%	-2.7	998	2.0	1.9	4.1	-2.5	3	-0.33	1.6	i	-1
COC(=O)CSc1nnc(-c2ccco2)n1-c1ccc(C)cc1
 : -18	-7	i	-1.1%	0.61	1319	-9%	-2.3	1038	1.3	1.9	6.8	-0.15	-0.2	-0.052	0.86	i	4
CCS(=O)(=O)N1CCN(c2nc(-c3ccccc3)cs2)CC1
 : -18	-10	i	2.1%	0.59	1276	5%	1.1	993	2.2	2.2	9.0	0.16	0.099	0.68	-2.5	i	3
O=C(CNS(=O)(=O)c1ccccc1)OCC(=O)c1ccc([N+](=O)[O-])cc1
 : -4	-20	i	1.8%	.	.	-7%	-1.5	940	2.3	2.2	4.5	-0.57	-0.28	-0.71	0.78	i	3
Cc1cc(Br)ccc1NC(=O)C1CCCO1 (stereo not drawn)
 : 0	-34	i	0.3%	0.03	1859	0%	-0.5	1127	2.1	2.4	4.7	-0.71	-0.25	-0.37	0.39	i	-6
Cc1ccc(-c2cc(C(=O)Nc3ccc(S(=O)(=O)Nc4ncccn4)cc3)[nH]n2)c(O)c1C
 : .	.	i	2.4%	-0.04	1107	19%	-0.2	1288	.	.	.	0.51	-0.25	1.3	-0.64	.	.
Cc1ccc(C)c(SCC(=O)Nc2ccc(S(=O)(=O)Nc3ncccn3)cc2)c1
 : .	.	i	3.6%	-0.16	1316	17%	3.1	954	.	.	.	2	-0.15	0.92	-2	.	.
CNC(=S)N1N=C(c2ccc(C)cc2)CC1c1ccc(OC)cc1 (stereo not drawn)
 : 43	14	i	-2.3%	-0.63	1611	-14%	-1.6	1402	1.3	1.2	6.9	-0.22	-0.055	-0.082	0.19	i	-3
Cc1cc(NC(=O)C2CC(c3ccccc3Cl)=NO2)no1 (stereo not drawn)
 : -16	-1	i	2.4%	0.23	930	19%	-6.4	1161	2.8	1.5	0.1	-0.68	0.16	-0.057	0.12	i	1
CCOc1cc(C(N)=O)cc(Br)c1OCC
 : 6	-9	i	-2.4%	0.51	787	2%	.	.	2.4	2.4	1.1	2	-0.25	1.2	-1	i	-7
COc1ccc(OC)c(NC(=S)NCc2cccs2)c1
 : 2	3	i	1.9%	-0.59	1377	-8%	-3.3	584	5.1	2.8	13	2	-0.18	0.81	-1.5	i	-4
COc1ccc(/C=C(/NC(=O)c2ccccc2)c2nc3ccc(Cl)cc3[nH]2)cc1OC
 : -3	3	i	-0.7%	-0.33	1256	9%	-1.3	1390	2.1	1.2	7.2	-0.38	-0.25	-0.035	0.089	i	8
NCCCC[C@@H]1NC(=O)c2cc([N+](=O)[O-])cc(I)c2SC[C@@H](C(N)=O)NC(=O)[C@H](Cc2ccc(O)cc2)NC1=O
 : -14	-2	i	-0.6%	0.2	1261	20%	.	.	2.5	1.2	1.5	0.45	-0.086	0.62	-1.4	i	-60
O=C(NNc1ccc(-c2csnn2)cc1)c1cc(Cl)cc(Cl)c1
 : .	.	i	-2.6%	0.57	1070	-15%	2.0	1303	.	.	.	0.64	-0.24	0.63	-0.73	.	.
CCN(CC)S(=O)(=O)c1ccc(NC=C(C#N)C#N)cc1
 : .	.	i	0.0%	-0.58	1113	9%	-0.8	1316	.	.	.	-1	-0.76	-0.38	0.13	.	.
CCOC(=O)CSc1nc(N)nc(C)c1Br
 : -6	-1	i	-0.8%	-0.33	1426	-9%	-0.6	1147	2.9	2.3	15	0.13	-0.19	0.32	0.57	i	-14
Cn1nc(C(=O)Nc2ccc(S(=O)(=O)NCc3ccco3)cc2)c2ccccc2c1=O
 : .	.	i	-0.6%	-0.37	1023	2%	-0.5	1345	.	.	.	0.69	-0.16	0.24	-0.1	.	.
CC(=O)Nc1nc(SCCCc2ccccc2)n[nH]1
 : -3	5	i	0.5%	-0.64	966	4%	0.9	1136	4.3	1.8	11	-0.67	-0.31	-0.022	0.22	i	-3
CC(=O)c1ccc(NC(=O)Nc2sc(NS(=O)(=O)c3ccccc3)nc2C)cc1
 : 11	8	i	8.2%	-0.39	1380	-13%	2.6	964	0.8	1.0	6.5	0.9	-0.14	0.48	-0.43	i	0
CCOC(=O)c1c(C)nc2ccccn12
 : 8	11	i	0.9%	0.72	1721	1%	-7.8	961	4.0	2.9	1.3	0.091	-0.24	0.34	0.67	i	-15
COC(=O)c1sc(S(=O)(=O)NCCC(=O)O)c(C(=O)OC)c1C
 : -13	-2	i	0.4%	0.11	1635	-8%	-0.8	1061	1.6	1.8	1.0	-0.42	-0.22	-0.61	0.56	i	-8
OC(COc1cccc2ccccc12)CN1CCN(c2ccccc2)CC1 (stereo not drawn)
 : .	.	i	1.3%	0.68	822	41%	0.3	1415	.	.	.	-1.4	-0.29	-0.36	1.6	.	.
CCOC(=O)C(=O)Nc1ccc(OC)c(Cl)c1
 : 3	10	i	0.3%	0.67	1445	1%	1.1	1513	3.7	1.9	2.2	-0.14	-0.28	0.034	0.43	i	19
O=[N+]([O-])c1cc(S(=O)(=O)NC2=NCCCCC2)ccc1NCC1CCCCC1
 : 38	4	i	-1.0%	0.33	1263	-16%	-0.5	1111	2.2	1.8	6.4	-0.43	-0.33	-0.31	0.68	i	-4
Nc1c(C(=O)Nc2ccccc2F)sc2nc(-c3ccco3)ccc12
 : -3	15	i	-1.6%	0.14	1540	49%	-2.6	921	1.8	1.9	9.4	-0.8	0.88	0.3	-0.21	i	2

The list goes on (3 carried over from the part before).
Results follow in this order: WT yeast gro inh	WT yeast gro inh mutant strain	Yfh1-depleted yeast	HIV fusion peptide	Insulin prom up	Insulin prom up cell count	AID2073	bCat nuc transl	bCat nuc transl cell count 5 µM	MT stabilizer	MT stabilizer Hoechst-high %	MT stabilizer cytotoxicity %	Dynein transport	Dynein transport cytoplasmic EGFP	Dynein transport nuclear GR-EGFP	Dynein transport cell count	Autophagy HCS	Autophagy HCS cell loss 18 h
CCOC(=O)C(=O)Nc1ccc(OC)c(Cl)c1
 : 3	10	i	0.3%	0.67	1445	1%	1.1	1513	3.7	1.9	2.2	-0.14	-0.28	0.034	0.43	i	19
O=[N+]([O-])c1cc(S(=O)(=O)NC2=NCCCCC2)ccc1NCC1CCCCC1
 : 38	4	i	-1.0%	0.33	1263	-16%	-0.5	1111	2.2	1.8	6.4	-0.43	-0.33	-0.31	0.68	i	-4
Nc1c(C(=O)Nc2ccccc2F)sc2nc(-c3ccco3)ccc12
 : -3	15	i	-1.6%	0.14	1540	49%	-2.6	921	1.8	1.9	9.4	-0.8	0.88	0.3	-0.21	i	2
COC(=O)C1CCN(C2=C(NS(=O)(=O)c3ccc(Cl)cc3)C(=O)c3ccccc3C2=O)CC1
 : .	.	i	-0.5%	0.38	1123	-16%	0.7	1197	.	.	.	-0.29	-0.26	-0.25	0.88	.	.
Cc1nnc(SCc2ccc(Cl)cc2Cl)[nH]c1=O
 : -4	-6	i	5.1%	0.51	1588	10%	-0.3	1079	5.9	1.5	13	0.7	-0.14	0.19	-0.35	i	0
CNC(=S)N/N=C/c1c(C)nn(-c2ccccc2)c1Cl
 : 7	15	i	-2.8%	0.37	782	-9%	-3.0	1030	2.2	1.2	3.5	-0.39	0.16	0.058	-0.041	i	28
O=C(O)c1ccc(CS(=O)(=O)c2cccc(C(F)(F)F)c2)o1
 : -20	-12	i	3.5%	.	.	18%	-1.7	1139	6.7	1.4	15	3.6	-0.21	2.2	-2.3	i	-49
CC(=O)NC(CCS(C)(=O)=O)C(=O)Nc1ccc2c(c1)OCCO2 (stereo not drawn)
 : -18	4	i	2.0%	-0.08	1197	23%	1.5	1021	4.9	1.7	0.2	1.4	-0.16	0.71	-1.1	i	-4
O=C(NCc1cccnc1)Nc1cccc(NC(=O)NCc2cccnc2)c1F
 : .	.	i	1.6%	0.55	1092	3%	2.0	1377	.	.	.	0.97	-0.23	0.9	-0.77	.	.
COc1ccc(O)c(C(=O)c2coc(=N)c(C(=O)Nc3ccc(SC(F)F)cc3)c2)c1
 : 32	20	i	16%	-0.33	1134	48%	0.4	1079	1.9	1.8	18	1.7	0.061	0.73	-0.68	i	20

Compound activity deposited in PubChem by several laboratories.
